tim10-1 inh: tim10-1 yeast growth inhibition | S. cerevisiae tim10-1 ts strain growth, BacTiter-Glo, 24 h | inhibition, % at 20 µM | 330,000 tested, 2.2% active;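 active = inhibition of at least 40%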;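 also: mutant grown at 25 °C; 0% = DMSO wells with yeast and 100% = wells holding no yeast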
APOBEC3G inh: APOBEC3G (human) deaminase inhibition; 330,000 tested, 0.28% active; inhibition, % at 20 µM; Q9HC16; recombinant A3G, ssDNA deamination FAM/TAMRA fluorescence;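 active = inhibition of at least 40% at 20 µM, with no more than 30% in the related APOBEC3A deaminase screen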;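 also: plate controls were DMSO wells with A3G for no effect and wells lacking A3G enzyme for full effect; some compounds called inactive have numbers as strong as hits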
Target sequence (Q9HC16 whole entry, looked up): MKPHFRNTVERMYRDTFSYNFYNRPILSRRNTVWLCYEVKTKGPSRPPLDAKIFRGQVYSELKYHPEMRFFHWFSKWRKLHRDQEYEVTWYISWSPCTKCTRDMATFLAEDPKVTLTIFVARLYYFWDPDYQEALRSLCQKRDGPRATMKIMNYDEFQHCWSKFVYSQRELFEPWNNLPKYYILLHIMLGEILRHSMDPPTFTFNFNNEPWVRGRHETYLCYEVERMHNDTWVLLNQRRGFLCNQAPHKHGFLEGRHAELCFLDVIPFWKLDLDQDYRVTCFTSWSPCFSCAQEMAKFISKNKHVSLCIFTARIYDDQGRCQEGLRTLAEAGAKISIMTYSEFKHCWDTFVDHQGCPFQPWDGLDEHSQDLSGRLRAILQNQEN
mIAP activ: mouse IAP activation | muIAP, CDP-Star luminescence, 30 min; hits give high values; 1 = vehicle-only enzyme signal, 0 = enzyme-free wells | activation factor at 10 µM | 330,000 tested, 0.24% active;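 active = activation factor of at least 2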; also: the source names both 10 and 20 µM as test concentration; values of inactives mirror those of a sister screen read the other way
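Assay system: mouse IAP enzyme; reagent: chemiluminescent substrate CDP-Star; dosing: test compounds delivered from DMSO solution; schedule: 30 min at room temperature; measured by: luminescence from enzymatic CDP-Star hydrolysis; controls: DMSO-only wells and no-enzyme negative control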
mIAP block: mouse IAP inhibition; purified mouse IAP, CDP-Star luminescence, 30 min; 330,000 tested, 0.2% active; inhibition, % at 10 µM;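 active = inhibition of at least 40% at 10 µM in the primary screen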;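 also: plate controls were DMSO with enzyme for no effect and no enzyme wells for full effect; values of inactives mirror those of a sister screen read the other way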
NLRP3 yeast inh: inhibitors of NALP3 inflammasome in yeast | Yeast reconstituted NLRP3/ASC/caspase-1, beta-gal luminescence, 24 h | inhibition, % at 10 µM | 330,000 tested, 0.39% active | AID 2825;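 active = inhibition of 50% or more; inactive = inhibition below 50%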;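 also: plate controls were induced DMSO wells for no effect and uninduced yeast grown without galactose for full effect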
beta cell repl: inducers of beta-cell replication in MIN6 cells. proliferation, % at 10 µM. 330,000 tested, 0.29% active. MIN6 cells proliferation, ATPlite luminescence, 48 h; cells starved in 0.2% serum; 100% = growth in 10% serum. AID 2380;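 active = compounds whose signal lies at least 3.5 SD above the mean of all wells on their plate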;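 also: 0% = DMSO-treated cells in low-serum medium and 100% = 10% serum control; some compounds called inactive have numbers as strong as hits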
hIAP inh: blocks human intestinal alkaline phosphatase; purified IAP, CDP-Star luminescence, 30 min; AID 2544; 330,000 tested, 0.12% active; inhibition, % at 10 µM;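 active = inhibition reaching a set limit with compound at 10 µM in the primary screen, cut at about 35% in these data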;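 also: plate controls were DMSO wells with enzyme for no effect and no-enzyme buffer wells for full effect; values of inactives mirror those of a sister screen read the other way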
Target sequence (P09923 whole entry, looked up): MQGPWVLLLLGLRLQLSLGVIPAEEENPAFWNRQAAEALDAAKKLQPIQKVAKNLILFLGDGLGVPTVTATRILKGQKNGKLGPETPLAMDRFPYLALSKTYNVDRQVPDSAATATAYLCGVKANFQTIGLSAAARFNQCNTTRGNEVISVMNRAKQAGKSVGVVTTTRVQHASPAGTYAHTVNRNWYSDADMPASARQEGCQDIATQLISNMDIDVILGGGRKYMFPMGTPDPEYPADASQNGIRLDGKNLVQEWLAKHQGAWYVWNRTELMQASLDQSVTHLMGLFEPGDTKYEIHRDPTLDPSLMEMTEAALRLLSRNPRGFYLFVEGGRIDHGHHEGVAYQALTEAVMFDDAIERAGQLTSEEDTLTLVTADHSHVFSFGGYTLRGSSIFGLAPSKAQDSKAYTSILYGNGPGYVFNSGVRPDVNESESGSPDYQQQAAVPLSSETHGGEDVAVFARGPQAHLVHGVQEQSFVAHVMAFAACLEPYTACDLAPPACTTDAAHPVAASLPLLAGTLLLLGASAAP
APOBEC3A inh: blocks human APOBEC3A ssDNA deamination; P31941; recombinant A3A, FAM/TAMRA ssDNA deamination fluorescence; inhibition, % at 20 µM; 330,000 tested, 0.41% active;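 active = at least 40% inhibition at 20 µM here, with at most 30% in a related deaminase screen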;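 also: plate controls were A3A with DMSO for no effect and wells lacking A3A enzyme for full effect; some results filed as inactive read as strong as hits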
Target sequence (P31941 whole entry, looked up): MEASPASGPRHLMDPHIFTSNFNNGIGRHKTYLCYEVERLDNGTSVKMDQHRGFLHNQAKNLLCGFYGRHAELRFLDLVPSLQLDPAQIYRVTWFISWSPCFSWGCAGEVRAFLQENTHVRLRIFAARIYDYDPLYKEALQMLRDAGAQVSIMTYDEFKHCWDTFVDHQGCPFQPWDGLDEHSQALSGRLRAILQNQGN
TIM10 inh: TIM10 yeast growth inhibition; S. cerevisiae TIM10 strain growth, BacTiter-Glo luminescence, 24 h; inhibition, % at 10 µM; 330,000 tested, 1.4% active; AID 463195;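 active = inhibition of 40% or more at the single tested concentration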;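 also: wild-type TIM10 isogenic control strain grown at permissive 25 °C; 0% = DMSO yeast wells and 100% = minimal medium wells without yeast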
* = called active by the depositor; x = no result given. Compounds as they come (roughly 4.6% active in at least one column).

SMILES	tim10-1 inh	APOBEC3G inh	mIAP activ	mIAP block	NLRP3 yeast inh	beta cell repl	hIAP inh	APOBEC3A inh	TIM10 inh
O=C(NC1CCCCC1)c1ccc(S(=O)(=O)N2CCCCC2)cc1	36	-2	0.99	1	35	-1	-3	2	0
O=C(Nc1ccccc1N1CCN(C(=O)c2ccccc2)CC1)c1ccco1	7	-3	1	-3	25	0	5	3	-29
Cc1cc(C)c(NC(=O)CNC(=O)c2ccccc2OCc2c(C)noc2C)c(C)c1	4	-4	0.95	5	-7	3	-2	2	-4
COC(=O)c1cc(NC(=O)c2ccc(F)cc2)cc(C(=O)OC)c1	27	-5	0.91	9	6	0	8	1	5
NS(=O)(=O)c1ccc(NC(=O)COC(=O)C2(c3ccccc3F)CCCC2)cc1	24	4	1.2	-22	-9	0	15	0	3
COc1ccc(-c2csc(N(CC(C)C)C(=O)c3ccco3)n2)cc1	22	5	0.95	5	29	-4	-4	8	13
Cn1nccc1C(=O)Nc1ccccc1C(=O)O	6	-8	1	-4	11	-1	-7	-5	4
CCOC(=O)CSc1nnc(CNC(=O)c2ccccc2OC)n1-c1ccc(OC)cc1	7	-3	1.1	-7	13	0	15	-2	11
CC(CCCC(C)(C)O)CC1C2=C(CCCC2=O)OC2=C1C(=O)CCC2 (stereo not given)	3	-2	1	0	13	-1	7	2	-14
COc1ccc(NC(=O)CN2C(=O)NC3(CCCC3)C2=O)cc1Cl	4	-2	1.1	-9	3	6	15	0	-15
FC(F)Oc1ccccc1/C=N/n1cnc2ccccc21	29	-8	0.86	14	14	-3	-19	-4	30
COc1cccc(OCC(O)CN2CCN(c3ccc(F)cc3)CC2)c1 (stereo not given)	14	-1	1	-3	20	-1	-1	0	-18
Cc1cccc(OCCCc2c(C)n[nH]c2C)c1	20	0	0.98	2	5	-1	-17	5	-12
CC(C)CC(=O)NS(=O)(=O)c1ccc(NC(=O)c2ccco2)cc1	17	-6	1.1	-6	5	-3	-6	0	-2
Clc1ccccc1-c1ccc(/C=N/Nc2nncc(-c3ccccc3)n2)o1	-11	-7	0.86	14	22	-4	1	-2	16
NC(=O)C1CCN(C(=O)c2ccc(F)c(S(=O)(=O)N3CCOCC3)c2)CC1	4	-4	1	0	10	3	-10	-1	1
COc1ccccc1C(=O)N1CCC(N2CCN(c3ccccc3OC)CC2)CC1	-16	-9	1.1	-9	3	-2	-13	-3	0
C=C(C)COc1ccc(-c2[nH]ncc2Oc2ccc(OC)cc2)c(O)c1	-16	16	1	-2	13	-7	-65	4	29
CC(=O)c1ccc(N2CCN(S(=O)(=O)c3ccc(-c4cnc(C5CC5)o4)cc3)CC2)cc1	2	-6	0.96	4	44	-1	-16	0	4
O=C(NC1=NCCS1)c1ccc(C(F)(F)F)cc1	17	-3	1	-1	18	-2	-9	1	13
CCOCCCNCc1ccc(OCCC(C)C)c(OC)c1	-21	-5	0.99	0	12	-2	4	-2	-7
NCC/C=C1/c2ccccc2CSc2ccccc21	29	-4	1.1	-14	26	-3	13	-2	8
COc1ccc(C(=O)C2CCN(C(=O)c3ccc(F)cc3)CC2)cc1	-5	4	1	-2	32	2	5	-4	-2
Cc1ccc(N2CC(C(=O)Nc3ccc(S(=O)(=O)Nc4nccs4)cc3)CC2=O)cc1C (stereo not given)	3	-13	0.92	8	16	3	10	-3	4
Cc1ccc(NC(=S)NCCc2ccc(Cl)cc2)c(C)c1	15	-7	1.3	-27	38	-5	6	-9	16

(cont.)
SMILES	tim10-1 inh	APOBEC3G inh	mIAP activ	mIAP block	NLRP3 yeast inh	beta cell repl	hIAP inh	APOBEC3A inh	TIM10 inh
O=C(c1ccc(Cl)cc1)N1CCN(C(=O)C2CCCCC2)CC1	10	8	1.1	-14	46	0	-2	-1	-1
Cc1ccc(-n2ncc3c2CC(C)(C)CC3NC(=O)c2c(C)noc2C)cc1 (stereo not given)	23	-11	1.1	-6	-6	-2	-31	-1	6
CC(=O)Nc1cccc(NC(=O)CSc2nnc3ccc(-c4cccnc4)nn23)c1	18	3	1	-2	20	-3	-18	-3	8
CS(=O)(=O)N(CCc1ccccc1)CC(=O)NCc1ccccc1Cl	11	1	1.1	-8	5	1	-8	1	17
O=C(NC1CC1)C1=C[C@H](c2coc3ccccc3c2=O)C[C@H](OCc2ccc(CO)cc2)O1	-2	18	1.1	-12	7	-4	2	3	-10
CCc1ccccc1NC(=S)N(CCN(C)C)Cc1cccs1	11	-9	1	-1	-1	0	0	-2	-2
Cc1onc(-c2c(Cl)cccc2Cl)c1C(=O)NCC1CCCO1 (stereo not given)	-18	-5	1	-2	-1	-4	-14	-1	-15
O=C(Cn1nnc(-c2ccccc2F)n1)NCCc1ccccc1	1	-8	1.1	-10	16	-1	-3	-1	-9
Cc1ccc2nc3c(c(C(=O)OCC(=O)N(C)C4CCS(=O)(=O)C4)c2c1)CCCC3 (stereo not given)	11	-9	0.97	3	19	-2	-10	0	-5
COc1ccccc1C(=O)NCCC(=O)NCC(c1ccco1)N1CCCCC1 (stereo not given)	-8	-7	1	-2	11	-3	-2	1	-11
Cc1cc(/C=C(\C#N)C(=O)NCc2ccco2)c(C)n1C1CCCC1	46*	8	0.99	1	10	-2	0	30	-5
CCn1c(SCC(=O)Nc2ccc(C)cc2)nc2nc3c(cc2c1=O)COC(C)(C)C3	18	-11	0.93	7	8	-1	4	-4	18
CC1=NN(C(C#N)c2c(C)nn(Cc3ccccc3)c2C)C(C)(C)C1 (stereo not given)	19	-2	1.2	-19	5	-1	-3	2	0
COc1ccc(/C=N/NC(=O)Cn2c(Cc3ccc(OC)c(OC)c3)nc3ccccc32)cc1OC	4	-9	1	0	29	-2	-15	-2	0
COc1ccc(Cc2nnc(N/N=C/c3ccc(N(C)C)cc3)[nH]c2=O)cc1OC	2	-6	1	0	-11	-1	-29	-4	-12
Fc1cccc(NC(=S)N2CCCC2)c1	13	-3	0.97	3	12	-3	4	-1	1
Cc1ccc(-c2noc(CN(C(=O)C(c3ccccc3)c3ccccc3)C(C)C)n2)cc1	41*	-7	0.92	8	3	-6	-15	1	17
O=C(COC(=O)c1ccc2c(=O)n3c(nc2c1)CCC3)Nc1ccc(OC(F)F)cc1	3	-3	1	0	-16	0	-7	-2	0
CCCCCC(=O)N1CCCC(c2nc(-c3ccc(OC)cc3)no2)C1 (stereo not given)	35	-7	0.87	13	5	-1	0	-1	34
COc1ccc(-c2n[nH]c(=S)n2-c2ccc3c(c2)OCCO3)cc1OC	-9	27	1	-4	22	-1	10	-7	0
CC(C)C(C(=O)Nc1ccc(S(=O)(=O)N2CCOCC2)cc1)N1C(=O)c2ccccc2C1=O (stereo not given)	20	-6	1	-4	2	0	15	-1	13
Cc1cc(C)c(-n2c(SCc3nc4ccccc4s3)n[nH]c2=O)c(C)c1	22	-9	1	-4	5	1	2	-1	2
Cc1oc(-c2cccc(F)c2)nc1CN1CCCN(C(=O)c2ccco2)CC1	1	-8	1	-4	17	-2	-2	-6	4
CC1CCCCN1CC(=O)Nc1ccc(Oc2ccccc2)cc1 (stereo not given)	0	3	1	-4	33	-1	0	0	-2
CCOC(=O)c1ccc2nc(C)c3c(c2c1)OC(C)C3 (stereo not given)	18	-6	0.95	5	20	-1	-6	-3	20

Sorted by number of heavy atoms (falling): part of the list above
SMILES	tim10-1 inh	APOBEC3G inh	mIAP activ	mIAP block	NLRP3 yeast inh	beta cell repl	hIAP inh	APOBEC3A inh	TIM10 inh
O=C(COC(=O)c1ccc2c(=O)n3c(nc2c1)CCC3)Nc1ccc(OC(F)F)cc1	3	-3	1	0	-16	0	-7	-2	0
O=C(Cn1nnc(-c2ccccc2F)n1)NCCc1ccccc1	1	-8	1.1	-10	16	-1	-3	-1	-9
Cc1onc(-c2c(Cl)cccc2Cl)c1C(=O)NCC1CCCO1 (stereo not given)	-18	-5	1	-2	-1	-4	-14	-1	-15
CCOC(=O)c1ccc2nc(C)c3c(c2c1)OC(C)C3 (stereo not given)	18	-6	0.95	5	20	-1	-6	-3	20

(next part)
SMILES	tim10-1 inh	APOBEC3G inh	mIAP activ	mIAP block	NLRP3 yeast inh	beta cell repl	hIAP inh	APOBEC3A inh	TIM10 inh
O=C(c1cc2cc(Cl)ccc2oc1=O)N1CCCCCCC1	18	-5	1	-1	15	-2	-11	-5	11
COc1ccc(S(=O)(=O)N(C)CC(=O)N2CCN(c3ccc(F)cc3)CC2)cc1OC	13	-1	0.95	5	5	3	-14	1	12
Cc1ccc2oc(-c3ccco3)cc(=O)c2c1	1	-5	0.94	6	49	-4	8	-4	-3
COc1ccc(NC(=O)Cn2cnc3ccccc3c2=O)cc1OC	-30	-12	0.93	7	15	1	14	-3	-3
O=C(c1ccco1)N1CCN(Cc2ccccc2F)CC1	16	22	1	-5	21	-5	-6	2	8
CC1CCN(S(=O)(=O)c2ccc(NC(=O)CN3C(=O)NC(C)(c4ccccc4)C3=O)cc2)CC1 (stereo not given)	-9	4	1	-1	16	-2	-1	49*	-6
COc1ccc(C(=O)N[C@H](C(=O)OCC(=O)NC(=O)c2cccn2C)C(C)C)cc1	23	-8	0.97	3	14	0	16	-2	6
O=[N+]([O-])c1ccc(N2CCN(c3cccc(Cl)c3)CC2)nc1	-8	-5	0.88	12	-4	-4	22	-1	10
COc1ccccc1NC(=S)NC(=O)Cc1ccccc1	-15	-8	1	-5	24	-2	2	-3	3
Cc1ccc(O)c(NC(=S)NC(=O)CC(C)C)c1	12	-9	0.88	12	17	0	-13	-2	8
Cc1cc(C)n(CC(C)C(=O)O)n1 (stereo not given)	3	-2	0.97	3	-7	0	-2	4	-31
CC(NC(=O)COC(=O)c1ccc2ccccc2n1)c1ccccc1 (stereo not given)	11	-3	1	-4	15	-2	-2	1	6
O=C(COC(=O)/C(=C/c1cccs1)c1cccs1)NC(c1ccccc1)c1ccccc1	11	-1	0.92	8	9	-6	5	4	10
CN(C)c1nc(N)nc(Cn2ccnc2)n1	1	1	0.98	2	2	0	-8	3	-5
CCOC(=O)c1ccccc1N/C=C1\CCCC1=O	15	-4	1	0	18	-1	-11	2	-23
CCOc1cc(/C=C(\C#N)c2[nH]nc(N)c2C#N)ccc1O	24	4	0.83	17	-8	1	-13	2	9
Cc1c(Cl)cccc1Nc1nc(N)nc(CSc2ncccn2)n1	36	-1	1	0	-7	0	-7	0	6
CCOc1ccc(Oc2ccc(-c3nnc(-c4ccccc4)o3)cc2[N+](=O)[O-])cc1	11	-6	0.89	11	4	-2	14	0	7
Cc1ccccc1-c1nc2sc(-c3ccccc3)cc2c(=O)o1	27	-2	0.89	11	12	-4	-8	2	14
Cc1ncc([N+](=O)[O-])n1Cc1ccc(F)cc1	11	-13	1	-1	13	-2	-18	-2	6
COc1cc(C2NC(=O)NC(C)=C2C(=O)OC2CCCCC2)cc(Cl)c1O (stereo not given)	3	-4	1	0	19	1	16	0	-4
COC(=O)C1=C(Cn2cnc3ccccc32)NC(=O)NC1c1cc(C)ccc1C (stereo not given)	-4	-5	0.92	8	25	5.4*	18	-3	2
CCN(CC)C(=O)[C@H]1C[C@H](CC(=O)NCCCn2ccnc2)C(=O)N2CCc3c([nH]c4cc(CCC(=O)N(C)C)ccc34)[C@]12C	6	7	0.92	8	x	x	x	6	4
COc1ccc(/C=C/C(=O)OCC(=O)NC(=O)NC(C)(C)C)cc1	-18	-12	0.65	35	17	0	-5	-3	-9
CCn1cc(CNC(=O)/C=C/c2ccc([N+](=O)[O-])cc2)cn1	4	-3	0.98	2	-7	-1	9	-2	3
COc1cc(OC)c2c(-c3ccccc3)cc(=O)oc2c1C(CC(=O)N1CCCC1)c1ccc2c(c1)OCO2 (stereo not given)	3	-1	1	-1	10	-8	-11	29	-3

High-throughput results (PubChem)
